mIAP activ: activators of mouse IAP, primary screen, biochemical, luminescence, uHTS. muIAP, CDP-Star luminescence, 30 min; hits give high values; 1 = vehicle-only enzyme signal, 0 = enzyme-free wells. AID 2805, 2010. activation factor at 10 µM. intestinal alkaline phosphatase [Mus musculus]. hit rate 0.24% among 330,000;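 active = activation factor of at least 2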; note: the source names both 10 and 20 µM as test concentration; values of inactives mirror those of a sister screen read the other way
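Assay system: mouse IAP enzyme / Compound: DMSO-dissolved test compounds / Timing: 30 min, room temperature / Measured by: luminescence from enzymatic CDP-Star hydrolysis / Control set: DMSO-only wells, enzyme-free buffer wells as negative control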
APOBEC3G inh: APOBEC3G DNA deaminase inhibitors, primary screen, biochemical, fluorescence, single-stranded DNA substrate, uHTS; recombinant A3G, ssDNA deamination FAM/TAMRA fluorescence; inhibition, % at 20 µM; hit rate 0.28% among 330,000; AID 493012, 2011;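 active = inhibition of at least 40% at 20 µM, with no more than 30% in the related APOBEC3A deaminase screen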;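 note: plate controls were DMSO wells with A3G for no effect and wells lacking A3G enzyme for full effect; some compounds called inactive have numbers as strong as hits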
Target sequence (Q9HC16 whole entry, looked up): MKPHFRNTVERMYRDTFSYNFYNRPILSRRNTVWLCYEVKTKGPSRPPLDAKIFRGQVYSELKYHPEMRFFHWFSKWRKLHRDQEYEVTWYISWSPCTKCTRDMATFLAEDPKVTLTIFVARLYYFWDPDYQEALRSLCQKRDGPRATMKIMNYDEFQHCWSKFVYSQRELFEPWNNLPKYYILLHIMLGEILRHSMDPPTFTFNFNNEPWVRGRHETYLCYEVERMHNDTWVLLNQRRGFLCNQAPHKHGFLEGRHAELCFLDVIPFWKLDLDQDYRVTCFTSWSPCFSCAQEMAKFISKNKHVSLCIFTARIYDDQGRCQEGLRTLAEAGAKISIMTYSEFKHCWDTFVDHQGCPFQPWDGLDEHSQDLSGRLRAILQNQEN
APOBEC3A inh: APOBEC3A ssDNA deaminase inhibitors, primary screen, selectivity assay for APOBEC3G inhibitor project, biochemical, FAM/TAMRA oligo cleavage fluorescence; DNA dC->dU-editing enzyme APOBEC-3A (Homo sapiens), P31941; recombinant A3A, FAM/TAMRA ssDNA deamination fluorescence; inhibition, % at 20 µM; hit rate 0.41% among 330,000; AID 493011, 2011;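 active = at least 40% inhibition at 20 µM here, with at most 30% in a related deaminase screen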;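 note: plate controls were A3A with DMSO for no effect and wells lacking A3A enzyme for full effect; some results filed as inactive read as strong as hits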
Target sequence (P31941 whole entry, looked up): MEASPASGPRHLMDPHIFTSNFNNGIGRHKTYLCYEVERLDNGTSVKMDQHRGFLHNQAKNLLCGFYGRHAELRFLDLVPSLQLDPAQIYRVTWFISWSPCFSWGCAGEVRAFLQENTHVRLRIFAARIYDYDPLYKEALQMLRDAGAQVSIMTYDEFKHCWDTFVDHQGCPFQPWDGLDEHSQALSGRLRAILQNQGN
mIAP inh: inhibitors of mouse IAP, primary screen, biochemical, luminescence, uHTS | purified mouse IAP, CDP-Star luminescence, 30 min | AID 2806, 2010 | intestinal alkaline phosphatase [Mus musculus] | hit rate 0.2% among 330,000 | inhibition, % at 10 µM;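 active = inhibition of at least 40% at 10 µM in the primary screen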;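 note: plate controls were DMSO with enzyme for no effect and no enzyme wells for full effect; values of inactives mirror those of a sister screen read the other way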
ATG4B inh: ATG4B protease inhibitors, primary screen, biochemical, fluorescence, uHTS; Cysteine protease ATG4B (Homo sapiens), Q9Y4P1; hit rate 0.51% among 340,000; inhibition, % at 8.33 µM; ATG4B cleavage of LC3-PLA2, NBD-HPC fluorescence, 1 h; in the data active = inhibition above about 40%
Target sequence (Q9Y4P1 whole entry, looked up): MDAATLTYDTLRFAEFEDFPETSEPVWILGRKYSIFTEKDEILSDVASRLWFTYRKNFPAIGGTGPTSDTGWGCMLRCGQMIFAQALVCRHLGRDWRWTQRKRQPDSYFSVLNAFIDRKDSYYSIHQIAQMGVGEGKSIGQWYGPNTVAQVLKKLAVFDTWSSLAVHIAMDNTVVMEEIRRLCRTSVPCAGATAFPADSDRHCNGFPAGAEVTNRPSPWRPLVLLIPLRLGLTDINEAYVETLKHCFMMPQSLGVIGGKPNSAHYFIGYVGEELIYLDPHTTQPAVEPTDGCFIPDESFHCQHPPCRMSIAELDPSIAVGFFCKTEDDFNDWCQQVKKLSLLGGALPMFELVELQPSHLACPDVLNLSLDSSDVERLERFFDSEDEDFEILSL
hIAP inh: human IAP inhibitors, primary screen, biochemical, luminescence, uHTS. Intestinal-type alkaline phosphatase (Homo sapiens), P09923. purified IAP, CDP-Star luminescence, 30 min. inhibition, % at 10 µM. hit rate 0.12% among 330,000. AID 2544, 2010;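 active = inhibition reaching a set limit with compound at 10 µM in the primary screen, cut at about 35% in these data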;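 note: plate controls were DMSO wells with enzyme for no effect and no-enzyme buffer wells for full effect; values of inactives mirror those of a sister screen read the other way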
MPTP block: mitochondrial permeability transition pore inhibitors, primary screen, biochemical, isolated mouse mitochondria, absorbance; Ca2+ swelling absorbance, 30 min; hit rate 1.4% among 360,000; inhibition, % at 10 µM;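 active = inhibition of 50% or more, scaled per plate between neutral and stimulator controls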;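 note: 0% = DMSO wells given calcium and 100% = 1 mM EGTA wells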
hIAP act: human IAP activators, primary screen, biochemical, luminescence, uHTS; AID 2524, 2010; Intestinal-type alkaline phosphatase (Homo sapiens), P09923; activation factor at 10 µM; purified human IAP, CDP-Star luminescence, 30 min; hits give high values; 1 = vehicle-only enzyme, 0 = enzyme-free background; hit rate 0.16% among 330,000;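 active = activation factor of the enzyme at least 2-fold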; note: the source names both 10 and 20 µM as test concentration; values of inactives mirror those of a sister screen read the other way
MIN6 prolif: inducers of MIN6 beta-cell proliferation, primary screen, ATP luminescence, uHTS; proliferation, % at 10 µM; MIN6 cells proliferation, ATPlite luminescence, 48 h; cells starved in 0.2% serum; 100% = growth in 10% serum; hit rate 0.29% among 330,000;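 active = compounds whose signal lies at least 3.5 SD above the mean of all wells on their plate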;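 note: 0% = DMSO-treated cells in low-serum medium and 100% = 10% serum control; some compounds called inactive have numbers as strong as hits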
Starred values were filed as active, the others as inactive.

SMILES	mIAP activ	APOBEC3G inh	APOBEC3A inh	mIAP inh	ATG4B inh	hIAP inh	MPTP block	hIAP act	MIN6 prolif
CCOC(=O)C1=NNC(C(=O)c2ccc(OC)cc2)C1c1ccccc1 (stereo not given)	0.94	-9.0	-4.8	6.0	-5.5	-0.8	-4.5	1.01	-0.7
C[C@H](CO)N1C[C@H](C)[C@@H](CN(C)S(=O)(=O)c2ccccc2)Oc2c(NS(=O)(=O)c3cccs3)cccc2C1=O	1.06	-1.6	4.4	-6.0	-2.9	12.6	0.9	0.874	-1.1
CCCN1CCN(CCCNC(=O)c2ccc3nc(N4CCCCC4)sc3c2)CC1	0.93	-1.2	-1.5	7.0	-2.3	10.2	-0.5	0.898	0.8
Cc1nc2ccc(NC(=O)c3cc(Cl)ccn3)cc2s1	0.99	-2.1	49.3*	1.0	-6.7	12.5	-0.8	0.875	-3.5
CN(CC(=O)Nc1ccc(F)c(F)c1F)C(=O)/C=C/c1ccco1	1.04	-3.8	4.5	-4.4	-0.2	-2.0	0.0	1.02	-0.1
O=C(NC(Cc1ccccc1)C(=O)O)/C(=C/c1ccccc1)NC(=O)c1ccccc1 (stereo not given)	1.09	-5.1	-2.1	-9.0	-5.3	-11.6	1.9	1.12	-0.5
CC(C)Oc1ccc(S(=O)(=O)N2CCOCC2)cc1NC(=O)CC1OC(=O)c2ccccc21 (stereo not given)	1.01	-1.2	25.4	-1.2	-11.2	-9.6	-1.5	1.1	-2.6
O=C1CN(C(=O)COC(=O)COc2ccccc2)c2ccccc2N1	1.02	-1.4	0.2	-2.0	6.7	8.1	-1.5	0.919	-3.6
COc1ccccc1NC(=O)Cc1cccs1	1.11	-4.9	1.2	-11.2	-8.3	-22.6	0.0	1.23	-5.0
COCCCn1c(SC(C)C(=O)Nc2c(C)n(C)n(-c3ccccc3)c2=O)n[nH]c1=O (stereo not given)	0.96	-10.2	-3.8	4.0	-5.7	-2.3	-1.8	1.02	-2.0
Cc1noc(NS(=O)(=O)c2ccc(N/C=C/C(=O)c3ccc4c(c3)OCO4)cc2)c1C	0.857	1.4	2.1	14.3	-10.7	-4.6	0.8	1.05	-3.3
O=c1cc(-c2ccc(O)cc2)oc2ccc(O)cc12	1.03	2.4	3.3	-3.5	-4.4	-7.8	1.8	1.08	2.8
COc1ccc(C(=O)NC(C(=O)NCC(=O)Nc2c(C)cccc2C)C(C)C)cc1 (stereo not given)	0.924	-3.8	0.9	7.6	-7.8	2.9	0.1	0.971	1.2
CN(C)S(=O)(=O)c1ccc(Cl)c(NC(=O)CN2C(=O)NC3(CCc4ccccc43)C2=O)c1 (stereo not given)	1.04	-2.9	0.0	-4.0	2.0	6.0	0.9	0.94	-1.8
Oc1ccccc1Nc1nc(NCc2ccccc2)c2ccccc2n1	1.02	-8.0	-0.5	-1.7	10.2	8.8	11.0	0.912	-7.2

Four entries out of the list, sorted by count of non-hydrogen atoms, lowest first:
SMILES	mIAP activ	APOBEC3G inh	APOBEC3A inh	mIAP inh	ATG4B inh	hIAP inh	MPTP block	hIAP act	MIN6 prolif
O=C(NC(Cc1ccccc1)C(=O)O)/C(=C/c1ccccc1)NC(=O)c1ccccc1 (stereo not given)	1.09	-5.1	-2.1	-9.0	-5.3	-11.6	1.9	1.12	-0.5
CN(C)S(=O)(=O)c1ccc(Cl)c(NC(=O)CN2C(=O)NC3(CCc4ccccc43)C2=O)c1 (stereo not given)	1.04	-2.9	0.0	-4.0	2.0	6.0	0.9	0.94	-1.8
CC(C)Oc1ccc(S(=O)(=O)N2CCOCC2)cc1NC(=O)CC1OC(=O)c2ccccc21 (stereo not given)	1.01	-1.2	25.4	-1.2	-11.2	-9.6	-1.5	1.1	-2.6
C[C@H](CO)N1C[C@H](C)[C@@H](CN(C)S(=O)(=O)c2ccccc2)Oc2c(NS(=O)(=O)c3cccs3)cccc2C1=O	1.06	-1.6	4.4	-6.0	-2.9	12.6	0.9	0.874	-1.1

(next part)
SMILES	mIAP activ	APOBEC3G inh	APOBEC3A inh	mIAP inh	ATG4B inh	hIAP inh	MPTP block	hIAP act	MIN6 prolif
O=C1OC(Nc2ccc(Br)cn2)c2ccccc21 (stereo not given)	1.02	-3.0	-2.2	-2.3	0.3	11.9	-2.1	0.881	0.0
CC1CCCCC12NC(=O)N(CC(=O)OCC(=O)NC(=O)c1ccccc1)C2=O (stereo not given)	1.05	5.2	2.3	-5.1	-2.0	9.5	-0.5	0.905	-0.8
COc1ccc(CCNC(=O)COC(=O)c2ccc(Br)o2)cc1	0.948	0.1	-0.8	5.2	-10.4	17.0	0.7	0.83	-1.0
CC1(C)NC(=O)N(CC(O)CN(c2ccccc2)S(=O)(=O)c2ccccc2)C1=O (stereo not given)	0.888	-4.7	0.0	11.2	-1.2	-5.6	-0.7	1.06	5.2
Cn1c(=O)c2c(ncn2CC(=O)N2CCN(C(=O)c3ccco3)CC2)n(C)c1=O	0.96	-2.0	2.4	4.0	-6.4	4.9	-1.3	0.951	-1.8
O=C(NC(=S)N1CCN(C/C=C/c2ccccc2)CC1)c1c(F)cccc1F	0.976	-2.0	-2.0	2.4	11.2	-1.4	-1.9	1.01	-1.4
COc1ccccc1N1CCN(C(=O)COc2cccc3ccccc23)CC1	1.04	-5.7	-0.9	-4.5	-4.7	2.0	-0.6	0.98	-1.8
C[C@H](CO)N1C[C@H](C)[C@@H](CN(C)S(=O)(=O)c2ccccc2)Oc2c(NS(=O)(=O)c3ccc(F)cc3)cccc2C1=O	1.07	-4.4	0.6	-6.9	-2.8	1.6	-1.6	0.984	1.9
CCOCCc1nn2c(=O)cc(CSCC(=O)Nc3ccccc3)nc2s1	1.03	3.4	1.3	-3.5	-4.4	-17.4	-0.7	1.17	-3.1
CCc1sc(C(=O)N(CCCOC)c2c(N)n(CC(C)C)c(=O)[nH]c2=O)cc1C	0.984	-7.0	0.0	1.6	-15.4	-13.1	-2.2	1.13	-2.0
O=C(Nc1cc(Cl)cc(Cl)c1)N1CCCN(Cc2ccccc2)CC1	1.48	-4.1	-2.8	-47.7	4.9	-17.5	8.3	1.18	-4.1
COc1ccc(CCNc2ncnc3c2nnn3Cc2ccccc2)cc1	0.936	0.4	1.3	6.4	-5.8	-4.5	-0.7	1.04	-0.1
CCOc1ccc(C(=O)NC2CC3CCCC(C2)N3Cc2ccccc2)cc1 (stereo not given)	1.16	-2.6	-4.4	-16.3	-5.0	-11.0	4.5	1.11	-1.8
NC1=NC2(CCCCCC2)n2c(nc3ccccc32)N1	1.05	-2.4	-1.2	-5.3	5.0	16.0	0.5	0.84	3.6
COc1cc(Cl)c(C)cc1NC(=O)c1ccc2c(c1)OCO2	0.964	-0.2	3.1	3.6	3.3	11.1	0.5	0.889	-0.4

Single records, as listed above. Order of values: mIAP activ	APOBEC3G inh	APOBEC3A inh	mIAP inh	ATG4B inh	hIAP inh	MPTP block	hIAP act	MIN6 prolif
Cc1noc(NS(=O)(=O)c2ccc(N/C=C/C(=O)c3ccc4c(c3)OCO4)cc2)c1C as listed: 0.857	1.4	2.1	14.3	-10.7	-4.6	0.8	1.05	-3.3
CCOC(=O)C1=NNC(C(=O)c2ccc(OC)cc2)C1c1ccccc1 (stereo not given) as listed: 0.94	-9.0	-4.8	6.0	-5.5	-0.8	-4.5	1.01	-0.7
CC1(C)NC(=O)N(CC(O)CN(c2ccccc2)S(=O)(=O)c2ccccc2)C1=O (stereo not given) as listed: 0.888	-4.7	0.0	11.2	-1.2	-5.6	-0.7	1.06	5.2

Continued:
SMILES	mIAP activ	APOBEC3G inh	APOBEC3A inh	mIAP inh	ATG4B inh	hIAP inh	MPTP block	hIAP act	MIN6 prolif
CCn1c(/N=C/c2ccc(OC)cc2O)nc2ccccc21	1.06	-2.5	-1.0	-6.0	4.3	1.7	-0.1	0.983	2.2
C[C@H](NC(=O)C1CC(=O)N(c2ccc3c(c2)OCCO3)C1)C(=O)NC1CCCC1 (stereo not given in full)	0.961	-6.1	-6.1	3.9	-2.6	-5.1	-0.3	1.05	-3.0
Cc1cccc(C)c1NC(=O)C(c1ccccc1)N1CCC2(CC1)OCCO2 (stereo not given)	1.03	-1.6	0.9	-3.3	-9.4	-6.8	-1.6	1.07	0.5
O=C(O)c1oc2ccccc2c1CSc1ccc(Cl)cc1	0.973	-4.7	2.7	2.7	10.9	5.7	2.5	0.943	0.0
CCOC(=O)c1cccc2c(=O)c(C(=O)c3ccc(Cl)cc3)c(C(=O)OC)[nH]c12	1.12	-6.2	1.9	-11.7	3.7	-21.8	2.3	1.22	2.1
COc1ccc(OCCC(=O)OCC(=O)NCCC2=CCCCC2)cc1	1.03	0.0	8.0	-2.6	-6.6	-5.9	-0.2	1.06	-2.4
CCOC(=O)C(NCc1ccccc1OC)(NC(=O)CC)C(F)(F)F (stereo not given)	1	-0.1	-1.3	-0.2	6.2	-4.0	9.0	1.04	-1.8
CCC(/C=C1\Sc2ccc(OC)cc2N1CC)=C\c1sc2ccc(OC)cc2[n+]1CCCS(=O)(=O)[O-]	0.955	-2.5	2.3	4.5	-9.8	-2.2	6.6	1.02	-5.9
Cc1ccc(CS(=O)(=O)CCC(=O)NCc2ccc(F)cc2)cc1	0.902	-2.6	-3.0	9.8	-12.4	10.2	2.2	0.898	-1.3
O=Cc1ccc(OCc2nnsc2Cl)cc1	0.912	-7.2	1.2	8.8	-1.1	-1.1	-1.6	1.01	-0.8
CN1C(=O)CC(N2CCN(Cc3ccc(Cl)cc3)CC2)C1=O (stereo not given)	1.1	0.8	0.8	-9.9	-9.7	6.7	-0.6	0.933	-2.1
COc1ccc(OC)c2c1sc(=NC(=O)C1CC1)n2C	1.03	-2.3	2.5	-3.4	-0.7	6.4	1.0	0.936	3.2
O=C(/C=C/c1ccccc1Cl)Nc1ccc2c(c1)C(=O)NC2=O	0.987	-6.3	-0.6	1.3	-7.2	-22.1	0.1	1.22	-3.3
COc1cccc(NC(=O)CN(C)C(=O)CSCC(=O)Nc2ccc(C)cc2)c1	0.914	1.4	-1.1	8.6	0.5	-16.4	-0.4	1.16	-3.8
CC(=O)O[C@H]1CC[C@@]2(C)[C@@H](CC[C@H]3[C@@H]4CC[C@H](C(C)O)[C@@]4(C)CC(=O)[C@@H]32)C1 (stereo not given in full)	1.01	-2.8	0.8	-1.5	-7.4	7.3	0.6	0.927	2.0
Cc1ccc(CC(=O)NCC(c2ccco2)N(C)C)cc1C (stereo not given)	0.942	-5.5	-0.7	5.8	-5.6	3.3	1.8	0.967	3.6
O=C(c1cccc([N+](=O)[O-])c1)N1CCOCC1	1.09	-3.4	-1.2	-9.1	6.4	8.8	2.7	0.912	0.0
Cc1ccc(-n2nnc(-c3ccnc4ccccc34)n2)cc1	0.874	-6.0	0.2	12.6	-16.1	4.7	-0.9	0.953	-1.5

Screening data as filed in PubChem.
